Source: PubChem BioAssay (Broad Institute)
mut p53 react: mutant p53 pathway reactivation; SW480 PUMA-promoter luciferase; activation, % at 9.98 µM; 28,000 compounds, 1.5% hits; AID 624151; in the data active = activation above about 52%; inconclusive = no clear call, values can overlap the other calls
STK33 inh: human STK33 kinase inhibition | ADP-Glo luminescence, MBP substrate | inhibition, % at 12.5 µM | 27,000 compounds, 0.44% hits | AID 2322; in the data active = inhibition above about 20%; inconclusive = no clear call, values can overlap the other calls
Target sequence (Q9BYT3 whole entry, looked up): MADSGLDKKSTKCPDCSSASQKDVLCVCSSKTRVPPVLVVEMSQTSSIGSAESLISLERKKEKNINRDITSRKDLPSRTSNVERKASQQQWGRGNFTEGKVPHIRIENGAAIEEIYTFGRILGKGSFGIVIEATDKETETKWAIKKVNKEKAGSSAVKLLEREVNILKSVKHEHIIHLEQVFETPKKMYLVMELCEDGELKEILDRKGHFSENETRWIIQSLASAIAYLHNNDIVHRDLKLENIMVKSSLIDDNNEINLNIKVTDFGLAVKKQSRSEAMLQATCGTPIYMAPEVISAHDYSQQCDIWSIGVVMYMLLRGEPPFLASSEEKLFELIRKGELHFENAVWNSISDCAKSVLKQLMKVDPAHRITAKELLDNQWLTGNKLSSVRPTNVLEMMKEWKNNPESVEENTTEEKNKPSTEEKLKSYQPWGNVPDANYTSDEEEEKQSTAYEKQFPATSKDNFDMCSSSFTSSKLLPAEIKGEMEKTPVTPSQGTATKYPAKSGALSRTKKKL
* = called active by the depositor; ? = inconclusive; nt = not tested or not shown; & = joins results of further samples. Not all compounds are listed; the hit share may differ from the screen's.

SMILES	mut p53 react	STK33 inh
Cc1noc(C)c1NC(=O)N(C)C[C@H]1Oc2c(cccc2N(C)C)C(=O)N([C@@H](C)CO)C[C@@H]1C	1	nt
CCOC(=O)c1c(NC(=O)C2CC(c3ccccc3O)=NO2)sc2c1CCCC2 (stereo not drawn)	-12	0
COc1ccc(NC(=O)Nc2ccc3c(c2)[C@H]2C[C@@H](CC(=O)NCc4ccccn4)O[C@H](CO)[C@H]2O3)cc1	9	nt
C[C@H](CO)N1C[C@H](C)[C@H](CN(C)S(=O)(=O)c2cn(C)cn2)Oc2ccc(N(C)C)cc2CC1=O	3	-3
COc1cc(C(=O)NCc2ccccn2)c([N+](=O)[O-])cc1OC	-4	0
C[C@H]1CN([C@@H](C)CO)S(=O)(=O)c2ccc(-c3ccc(C(=O)N(C)C)cc3)cc2O[C@H]1CN(C)C	24	nt
C[C@@H]1CN([C@H](C)CO)C(=O)Cc2cc(NC(=O)c3ccncc3)ccc2O[C@@H]1CN(C)Cc1ccc(C(=O)O)cc1	nt	-1
Cc1noc(C)c1NC(=O)N(C)C[C@H]1Oc2ccc(NC(=O)C3CC3)cc2C(=O)N([C@@H](C)CO)C[C@H]1C	3	-3
C[C@@H]1CCCCO[C@H](CN(C)C)[C@H](C)CN([C@H](C)CO)C(=O)c2cc(NC(=O)Nc3cccc4ccccc34)ccc2O1	-2	nt
C[C@H](CO)N1C[C@H](C)[C@@H](CN(C)Cc2ccc(C(F)(F)F)cc2)Oc2c(NS(C)(=O)=O)cccc2C1=O	8	nt
COc1ccc(CCNC(=O)[C@@H]2c3ccccc3C(=O)N(CC34CC5CC(CC(C5)C3)C4)[C@H]2c2ccc(CO)cc2)cc1	nt	-6
C[C@@H]1CN([C@H](C)CO)C(=O)CCCn2nncc2CO[C@H]1CN(C)S(=O)(=O)c1ccc2ccccc2c1	5	-6
OCc1ccc(-c2cc[n+](Cc3cc4c(cc3Br)OCO4)cc2)cc1	nt	1
C[C@@H]1CN([C@@H](C)CO)C(=O)Cc2cc(NC(=O)Nc3ccc4c(c3)OCO4)ccc2O[C@@H]1CN(C)CC1CCCCC1	nt	2
Cc1ccc(C(=O)NC(=S)NCc2ccco2)cc1[N+](=O)[O-]	-1	-1
CC(C)C(NC(=O)c1ccc(O)cc1)C(=O)N1CCCC1C(=O)Nc1c(O)cccc1C(=O)O (stereo not drawn)	1	-2
Cc1noc(C)c1S(=O)(=O)Nc1ccc2c(c1)CC(=O)N([C@H](C)CO)C[C@H](C)[C@H](CN(C)C(=O)Nc1ccc3c(c1)OCO3)O2	nt	2
COCCCNC(=O)[C@]1(Cc2ccccc2N=[N+]=[N-])N=C(c2ccc(OCCCO)cc2)O[C@@H]1c1ccccc1N=[N+]=[N-]	nt	3
CCN(CC)CCSc1nnc2c3ccccc3n(CC)c2n1	-17	-2
Cc1noc(C)c1NC(=O)N(C)C[C@H]1Oc2ccc(NC(=O)CCN3CCOCC3)cc2CC(=O)N([C@@H](C)CO)C[C@H]1C	-2	1
C[C@@H]1CCCCO[C@@H](CN(C)C(=O)C2CCCCC2)[C@@H](C)CN([C@@H](C)CO)C(=O)c2cc(NS(=O)(=O)c3ccccc3)ccc2O1	-4	nt
C[C@H](CO)N1C[C@H](C)[C@H](CN(C)C(=O)Nc2ccnc(N3CCOCC3)c2)OCc2cnnn2CCCC1=O	nt	-4
COc1cc2nc(N3CCN(C(=O)c4ccco4)CC3)nc(N)c2cc1OC	nt	3&-4
C[C@@H]1CN([C@@H](C)CO)C(=O)c2cc(NC(=O)CCCN(C)C)ccc2O[C@H]1CN(C)Cc1ccncc1	6	nt
COc1ccc(S(=O)(=O)N(C)C[C@H]2Oc3ccc(NC(=O)Cn4cnnn4)cc3C(=O)N([C@@H](C)CO)C[C@@H]2C)cc1	3	-1
N#Cc1c(NC(=O)Cn2cnc3ccccc3c2=O)sc2c1CCC2	3	0
CC1OC(O[C@H]2CC[C@@]3(C)C(CC[C@]4(C)C3CC=C3[C@@H]5CC(C)(C)C[C@@H](O)[C@]5(C)CC[C@]34C)[C@@]2(C)CO)C(OC2OC(C(=O)O)C(O)C(O)C2OC2OCC(O)C(O)C2O)C(O)C1O (stereo partly drawn)	-6	-4
COC(=O)c1cc(NC(=O)CN2C(=O)c3cccc4cccc2c34)ccc1Cl	-39	5
C[C@H]1[C@H](C)CC[C@]2(C(=O)O)CC[C@]3(C)C(=CC[C@@H]4[C@@]5(C)CC[C@H](O)C(C)(C)[C@@H]5CC[C@]43C)[C@H]12	6	-3
O=C(OCc1cccc([N+](=O)[O-])c1)c1ccc(NC(=O)c2ccco2)cc1	70*	-5
C[C@H]1CN([C@@H](C)CO)C(=O)Cc2cc(NS(=O)(=O)c3cn(C)cn3)ccc2O[C@H]1CN(C)Cc1ccc(Cl)c(Cl)c1	nt	-1
COC(=O)CCSc1nc(SC)nc2sc3c(c12)CC(C)(C)OC3	-1	2
Cc1ccc2c(C)nc(NC3=NC(C(=O)Nc4ccc(Cl)c(Cl)c4)CC(=O)N3)nc2c1 (stereo not drawn)	-12	nt
C[C@H]1CN([C@@H](C)CO)C(=O)Cc2cc(NS(=O)(=O)c3ccc(F)cc3)ccc2O[C@@H]1CN(C)C	nt	0
CCOc1ccc(NC(=O)CSc2nc3sc(C)c(C)c3c(=O)n2-c2ccc(C)cc2)cc1	-6	2
CCOc1ccccc1C(=O)Oc1c(S(=O)(=O)c2ccc(C)cc2)c(C)nn1-c1ccccc1	-18	0
C[C@H]1CN([C@@H](C)CO)C(=O)Cc2cc(NC(=O)Cn3cnnn3)ccc2O[C@@H]1CN(C)Cc1ccncc1	nt	6
COc1c(-c2ccc(O)cc2)oc2cc(O)cc(O)c2c1=O	-3	4
COc1ccc(CN(C)C[C@H]2Oc3ccc(NC(=O)Nc4ccc(OC)cc4)cc3C(=O)N([C@H](C)CO)C[C@@H]2C)cc1	-2	nt
COc1ccc(N(C(=O)c2ccccc2)S(=O)(=O)c2cc(OC)ccc2OC)cc1	-5	4
Cc1ccc(S(=O)(=O)Nc2ccc3c(c2)C(=O)N([C@@H](C)CO)C[C@H](C)[C@H](CN(C)S(=O)(=O)c2cn(C)cn2)O3)cc1	nt	1
Cc1noc(C)c1S(=O)(=O)N(C)C[C@H]1Oc2ccc(NS(=O)(=O)c3cn(C)cn3)cc2CC(=O)N([C@H](C)CO)C[C@@H]1C	0	nt
C[C@@H]1CC[C@]2(C(=O)O)CC[C@]3(C)C(=CCC4[C@@]5(C)C[C@@H](O)[C@@H](O)C(C)(C)C5CC[C@]43C)C2[C@]1(C)O (stereo partly drawn)	7	-1
CCc1ccccc1N(CC(=O)O)S(C)(=O)=O	1	0
C[C@H](CO)N1C[C@H](C)[C@H](CN(C)C(=O)Nc2ccc(F)cc2)Oc2c(NC(=O)Nc3cccc4ccccc34)cccc2C1=O	-31	nt
C[C@H]1CN([C@@H](C)CO)C(=O)c2cccc(N(C)C)c2O[C@@H]1CN(C)S(=O)(=O)c1ccc(Cl)cc1	-4	nt
C[C@@H]1CN([C@H](C)CO)C(=O)c2cccc(NS(C)(=O)=O)c2O[C@H]1CN(C)S(=O)(=O)c1ccc(Cl)cc1	-4	nt
CC(=O)Nc1ccc(-c2nnc(SCC(=O)NC3CCCCC3)n2C)cc1	-13	-7
Cn1c(=O)c2c(nc(OCc3cccnc3)n2Cc2c(F)cccc2Cl)n(C)c1=O	3	2
O=C1O[C@@H](c2ccccc2)[C@@H](c2ccccc2)N2[C@@H](c3ccccc3OCCO)[C@]3(C(=O)Nc4ccc(C#CC5(O)CCCCCC5)cc43)[C@@H](C(=O)O)[C@H]12	nt	8
CC(=O)Cc1ccccc1OCC(=O)O	8	-10
Cc1noc(C)c1S(=O)(=O)N(C)C[C@H]1Oc2ccc(NC(=O)CCC(F)(F)F)cc2CC(=O)N([C@@H](C)CO)C[C@@H]1C	1	0
CC1(C)CC(=O)C=C(Sc2nc3ccccc3o2)C1	nt	-1
C[C@H]1CCCCO[C@H](CN(C)Cc2ccc3c(c2)OCO3)[C@@H](C)CN([C@@H](C)CO)C(=O)c2cc(NC(=O)CCCN(C)C)ccc2O1	2	nt
COc1ccc(OC(C)c2nc(-c3cccnc3)no2)cc1 (stereo not drawn)	-14	-2
COC(=O)C1=C(C)NC(=S)NC1c1cccc(OC)c1OCc1ccccc1 (stereo not drawn)	-11	3
COc1ccc(S(=O)(=O)N(C)C[C@H]2Oc3c(NS(C)(=O)=O)cccc3C(=O)N([C@@H](C)CO)C[C@@H]2C)cc1	7	nt
CN1C(=O)c2ccc(NC(=O)c3cccc4ccccc34)cc2C1=O	nt	?
C[C@H]1CN([C@@H](C)CO)S(=O)(=O)c2ccc(C#Cc3ccccc3F)cc2O[C@@H]1CN(C)C(=O)Cc1ccncc1	-19	nt
COc1ccc(CN(C)C[C@@H]2Oc3c(NS(C)(=O)=O)cccc3C(=O)N([C@H](C)CO)C[C@H]2C)cc1	1	nt
(next part)
SMILES	mut p53 react	STK33 inh
Cc1ccc(-c2cc(C(F)(F)F)nn2-c2ccc(S(N)(=O)=O)cc2)cc1	nt	-2
C=CC[C@@]1(C(=O)N2CCCCC2)N=C(c2ccc(OCCCO)cc2)O[C@@H]1c1ccccc1	nt	-6
C[C@@H]1CN([C@H](C)CO)C(=O)c2cc(NC(=O)Cn3cnnn3)ccc2O[C@@H]1CN(C)CC1CC1	7	nt
C[C@@H]1CN([C@H](C)CO)C(=O)Cc2cc(NC(=O)Nc3ccc4c(c3)OCO4)ccc2O[C@@H]1CN(C)Cc1ccc(C(=O)O)cc1	nt	2
COc1ccc([Si](C)(C)[C@H]2[C@H](CCO)O[C@@]3(C(=O)N4c5c(cc(OC)cc53)C(C)=CC4(C)C)[C@@H]2C)cc1	nt	5
C[C@H](CO)N1C[C@H](C)[C@H](CN(C)Cc2ccccc2)OCCCC[C@H](C)Oc2ccc(NS(C)(=O)=O)cc2C1=O	3	nt
CCc1ccc(OCC(=O)Nc2ccccc2C(=O)OC)c(Br)c1	59*	1
C[C@@H]1CN([C@@H](C)CO)C(=O)CCCn2nncc2CO[C@H]1CN(C)Cc1ccc2cccnc2c1	nt	-1
CNC[C@H]1Oc2ccc(NC(=O)Nc3ccc(OC)cc3)cc2C(=O)N([C@H](C)CO)C[C@@H]1C	-5	nt
COc1ccc(C2Oc3c(OC)cc(/C=C/COC4OC(CO)C(O)C(O)C4O)cc3C2CO)cc1OC (stereo not drawn)	2	4
COc1ccc(S(=O)(=O)Nc2ccc3c(c2)CC(=O)N([C@H](C)CO)C[C@H](C)[C@H](CN(C)C(=O)Nc2cccc4ccccc24)O3)cc1	nt	3
COc1ccc(-c2cnc3c(c2)C(=O)N([C@@H](C)CO)C[C@H](C)[C@@H](CN(C)C(=O)Cc2cccnc2)O3)cc1	15	nt

A run of entries of the results above, for reference:
SMILES	mut p53 react	STK33 inh
C[C@@H]1CN([C@H](C)CO)C(=O)c2cc(NC(=O)Cn3cnnn3)ccc2O[C@@H]1CN(C)CC1CC1	7	nt
C[C@@H]1CN([C@H](C)CO)C(=O)Cc2cc(NC(=O)Nc3ccc4c(c3)OCO4)ccc2O[C@@H]1CN(C)Cc1ccc(C(=O)O)cc1	nt	2
COc1ccc([Si](C)(C)[C@H]2[C@H](CCO)O[C@@]3(C(=O)N4c5c(cc(OC)cc53)C(C)=CC4(C)C)[C@@H]2C)cc1	nt	5
C[C@H](CO)N1C[C@H](C)[C@H](CN(C)Cc2ccccc2)OCCCC[C@H](C)Oc2ccc(NS(C)(=O)=O)cc2C1=O	3	nt
CCc1ccc(OCC(=O)Nc2ccccc2C(=O)OC)c(Br)c1	59*	1
C[C@@H]1CN([C@@H](C)CO)C(=O)CCCn2nncc2CO[C@H]1CN(C)Cc1ccc2cccnc2c1	nt	-1
CNC[C@H]1Oc2ccc(NC(=O)Nc3ccc(OC)cc3)cc2C(=O)N([C@H](C)CO)C[C@@H]1C	-5	nt
COc1ccc(C2Oc3c(OC)cc(/C=C/COC4OC(CO)C(O)C(O)C4O)cc3C2CO)cc1OC (stereo not drawn)	2	4
COc1ccc(S(=O)(=O)Nc2ccc3c(c2)CC(=O)N([C@H](C)CO)C[C@H](C)[C@H](CN(C)C(=O)Nc2cccc4ccccc24)O3)cc1	nt	3
COc1ccc(-c2cnc3c(c2)C(=O)N([C@@H](C)CO)C[C@H](C)[C@@H](CN(C)C(=O)Cc2cccnc2)O3)cc1	15	nt

Following part:
SMILES	mut p53 react	STK33 inh
C/C=C1\[C@H](O[C@@H]2O[C@H](CO)[C@@H](O)[C@H](O)[C@H]2O)OC=C(C(=O)OC)[C@H]1CC(=O)OC[C@H]1O[C@@H](OCCc2ccc(O)cc2)[C@H](O)[C@@H](O)[C@@H]1OC(=O)C[C@@H]1C(C(=O)OC)=CO[C@@H](O[C@@H]2O[C@H](CO)[C@@H](O)[C@H](O)[C@H]2O)/C1=C\C	3	0
C[C@@H]1CN([C@H](C)CO)C(=O)Cc2cc(N(C)C)ccc2O[C@@H]1CN(C)C(=O)Nc1ccc2c(c1)OCO2	5	0
C[C@@H]1CN([C@@H](C)CO)C(=O)CCCn2nncc2CO[C@H]1CN(C)Cc1ccc2c(c1)OCO2	nt	-1
C/C=C/c1ccc2c(c1)O[C@H](CN(C)C(=O)c1cnccn1)[C@@H](C)CN([C@@H](C)CO)S2(=O)=O	-3	nt
O=C(NCCCn1ccnc1)C1CCC1	5	-2
CNC[C@@H]1Oc2c(NC(=O)c3cc(C)nn3C)cccc2C(=O)N([C@H](C)CO)C[C@H]1C	-4	nt
COC(=O)c1cccc(NC(=O)CN(c2ccc(F)cc2)S(C)(=O)=O)c1C	-1	0
COc1ccccc1NC(=O)N(C)C[C@H]1OCc2cnnn2CCCC(=O)N([C@H](C)CO)C[C@H]1C	0	-3
C[C@H]1CN([C@@H](C)CO)C(=O)Cc2cc(NC(=O)Nc3ccc4c(c3)OCO4)ccc2O[C@H]1CN(C)Cc1ccc(C(=O)O)cc1	nt	-5
